Source: PubChem BioAssay
Hck Nef HTS = inhibitors of Nef-activated human Hck kinase, primary screen, biochemical, Z-Lyte FRET, 384-well, Hck-YEEI | Tyrosine-protein kinase HCK (Homo sapiens), P08631 | Recombinant Hck-YEEI plus Nef, Z-Lyte FRET kinase assay | hit rate 0.68% among 220,000 | AID 463187, 2010 | inhibition, % at 20 µM;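 active = Hck-Nef kinase inhibition above about 50%, limit read from the data; inactive = inhibition below that limit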;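 also: 0% = DMSO with Hck plus Nef and 100% = Hck alone without Nef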
Tb hexokinase = Trypanosoma brucei hexokinase 1 inhibitors, primary screen, biochemical, G6PDH-coupled NADH absorbance, MLSCN library; recombinant TbHK1, G6PDH-coupled NADH A340; inhibition, % at 10 µM; hit rate 0.11% among 220,000; AID 1430, 2008;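 active = inhibition of 50% or more in the single-dose primary screen; inactive = inhibition below 50%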
EBV gp42 block = Epstein-Barr virus gp42 inhibitors, primary screen, biochemical, uHTS, fluorescence polarization; Glycoprotein 42 (Epstein-Barr virus (strain AG876)), Q1HVG2; Fluorescence polarization binding assay, mP read-out; inhibition, % (tested at 21.74 µM); hit rate 0.42% among 220,000; AID 1085, 2008; in the data active = inhibition above about 50%
Target sequence (Q1HVG2 whole entry, looked up): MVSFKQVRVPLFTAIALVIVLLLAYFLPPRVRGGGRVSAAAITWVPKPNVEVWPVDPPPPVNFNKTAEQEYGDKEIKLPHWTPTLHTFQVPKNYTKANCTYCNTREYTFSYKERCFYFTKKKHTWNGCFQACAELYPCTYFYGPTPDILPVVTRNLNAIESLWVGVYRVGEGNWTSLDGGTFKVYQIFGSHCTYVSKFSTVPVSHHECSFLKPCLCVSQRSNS
Runt-CBFb FRET = inhibitors of RUNX1 Runt–CBFb binding, primary screen, biochemical, FRET, Cerulean-Runt, Venus-CBFb, uHTS. Runt-related transcription factor 1 (Homo sapiens) + Core-binding factor subunit beta …. Cerulean-Runt/Venus-CBFb FRET ratio 530/480, 1 h. inhibition, % at 20 µM. hit rate 0.46% among 220,000. AID 1496, 2009;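 active = inhibition over about 50% at 20 µM in the single-dose screen, limit read from the data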;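 also: 0% = DMSO wells and 100% = excess unlabeled CBFb competitor control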
Target sequence (Q01196 whole entry, looked up): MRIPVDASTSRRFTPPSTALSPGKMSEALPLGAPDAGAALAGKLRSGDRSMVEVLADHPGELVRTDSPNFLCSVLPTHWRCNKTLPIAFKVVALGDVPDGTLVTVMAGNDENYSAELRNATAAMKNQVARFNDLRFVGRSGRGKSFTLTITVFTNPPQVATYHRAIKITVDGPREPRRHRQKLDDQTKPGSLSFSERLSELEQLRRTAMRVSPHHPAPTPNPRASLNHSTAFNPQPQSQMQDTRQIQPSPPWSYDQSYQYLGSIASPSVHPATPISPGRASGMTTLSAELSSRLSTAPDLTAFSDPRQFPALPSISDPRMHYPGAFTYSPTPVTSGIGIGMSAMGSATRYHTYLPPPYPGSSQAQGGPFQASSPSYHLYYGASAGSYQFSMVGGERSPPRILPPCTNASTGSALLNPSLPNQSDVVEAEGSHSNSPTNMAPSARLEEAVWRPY
Target sequence (Q13951 whole entry, looked up): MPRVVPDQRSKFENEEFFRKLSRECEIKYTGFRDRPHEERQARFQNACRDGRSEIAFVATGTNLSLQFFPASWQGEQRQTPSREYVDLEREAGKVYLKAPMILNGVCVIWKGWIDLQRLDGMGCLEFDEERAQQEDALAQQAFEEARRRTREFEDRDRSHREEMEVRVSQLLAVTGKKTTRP
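Assay system: Cerulean-tagged RUNX1 Runt domain (FRET donor) fusion protein / Amount: 100 nM each of Venus-CBFb and Cerulean-Runt domain / Medium: Tris buffer pH 7.5 with salts and BSA / Also added: Venus-CBFb 100 nM / Schedule: 1 h complex formation plus 1 h compound treatment, room temperature / Signal: FRET fluorescence / Read-out: loss of energy transfer signal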
p47phox inh = p47phox/p22phox peptide binding inhibitors, primary screen, biochemical, uHTS, NADPH oxidase regulatory subunit. Neutrophil cytosol factor 1 (Homo sapiens), P14598. fluorescence polarization, 2 h. inhibition, % at 24.7 µM. hit rate 0.53% among 220,000;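 active = inhibition above about 30%, limit read from the data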;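 also: 0% = p47phox with labelled peptide and 100% = labelled peptide alone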
Mdm2 ligase inh = MDM2-luciferase reporter signal enhancers, primary screen, MDM2 E3 ligase inhibitor project, cell-based, luminescence, 1536-well; cell-based MDM2 ubiquitination luciferase reporter, 2 h; 0 = plate control, 100 = twice control, blank-subtracted; signal enhancement, % at 5 µM; hit rate 0.11% among 210,000;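 active = signal enhancement of 30% or more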;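 also: luminescence tracks abundance of the self-degrading MDM2-luciferase fusion protein; higher signal means inhibition of MDM2 E3 ligase activity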
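Assay system: stable mammalian line carrying autodegrading MDM2–luciferase fusion reporter; Input: 2000 cells in each well; Compound dosing: single-point 5 µM; Schedule: 2 h compound exposure at 37 °C; Signal: SteadyLite luciferase luminescence after 15 min room-temperature reagent incubation; Evaluation: % luminescence enhancement versus blank-corrected plate control mean; Benchmarks: plate controls and plate blanks.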
L929 necroptosis = inhibitors of zVAD-triggered necroptosis, primary screen, L929 cells; L929 zVAD necroptosis rescue, ATP luminescence, 24 h; with zVAD 60 µM; viability rescue, % at 10 µM; hit rate 0.38% among 220,000; AID 1377, 2008;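 active = activation, scaled between plate controls, above about 75%, limit read from the data; inactive = activation under that limit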;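 also: 0% = zVAD with DMSO and 100% = DMSO alone without zVAD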
14-3-3 Bad inh = inhibitors of 14-3-3 zeta/Bad binding, primary screen, biochemical, TR-FRET, bovine 14-3-3 zeta; TR-FRET 14-3-3zeta/Dy647-pBad peptide displacement, 1 h; inhibition, % at 21.7 µM; hit rate 0.71% among 220,000;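 active = inhibition above about 70%, limit read from the data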;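 also: 0% = full 14-3-3 plus peptide FRET controls and 100% = background without 14-3-3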
Runt-SMMHC FRET = inhibitors of RUNX1 Runt–CBFb-SMMHC binding, primary screen, biochemical, FRET, Cerulean-Runt, Venus-CBFb-SMMHC, uHTS | hit rate 0.74% among 220,000 | inhibition, % at 20 µM | Runt-related transcription factor 1 (Homo sapiens) + Core-binding factor subunit beta … | Cerulean-Runt/Venus-CBFb-SMMHC FRET ratio 530/480, 1 h;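 active = mean inhibition across duplicate retests at 20 µM reaching about 50%, limit read from the data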;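 also: 0% = DMSO wells and 100% = wells with excess untagged CBFb-SMMHC; inhibitors lower the FRET ratio by blocking Runt binding to CBFb-SMMHC; some results filed as inactive read as strong as hits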
* hit, by the source's call; / = no result given; [ ] = another dose, or the depositor's remark.

canonical_smiles,Hck Nef HTS,Tb hexokinase,EBV gp42 block,Runt-CBFb FRET,p47phox inh,Mdm2 ligase inh,L929 necroptosis,14-3-3 Bad inh,Runt-SMMHC FRET
COc1ccc(C)cc1NC(=O)CCC(=O)Nc1ccc2nc(N3CCN(C)CC3)cc(C)c2c1,0,-13,-15,0,-9,-6,0.0,-4,3
COc1cc2c(cc1OC)C(NC(=O)C(F)(F)F)CNC2=O (configuration not stated),3,-1,-10,0,2,-18,2.3,-9,4
Cc1cc(NC(=O)CCCn2nc([N+](=O)[O-])cc2C)no1,17,-4,-13,0,-8,4,5.9,-3,2
CCOC(=O)c1ccc(NC(=O)COc2ccc(CNC3CCCCC3)cc2OC)cc1,-1,-6,11,0,-3,-8,69,3,4
COc1cccc(C(=O)Nc2cccc3c2ccc2cccn23)c1,35,-13,-15,-4,-11,-25,12,-4,-1
Cc1ccc(C2NCCS2)cc1 (configuration not stated),16,-5,-10,0,-2,-4,17,-8,-3
c1ccc2c3c(cc(N4CCOCC4)c2c1)OC1(N2CCOCC2)CCCCC1O3 (configuration not stated),4,-5,-1,-1,-22,-4,0.6,-13,0
COc1ccc(-c2nc3n(n2)C(c2ccncc2)C(C(N)=O)=C(C)N3)cc1 (configuration not stated),0,5,18,-4,13,2,1.0,-6,4
O=C(CNC(c1ccccc1)c1ccccc1)Nc1ccccc1-c1ccccc1,-2,1,-11,-1,-7,-15,-0.2,-5[fluorescence artefact?],0
CCOC(=O)CC1C(=O)NCCN1C(=S)Nc1ccccc1 (configuration not stated),4,30,-11,1,-12,3,0.7,-12,4
O=C(CSc1nnc(COc2ccccc2Cl)o1)NC(=O)NCc1ccco1,44,-1,31,6,-11,-2,-0.1,-1,-6
CCOC(=O)c1ccc(N2C(=O)CC(N3CCOCC3)C2=O)cc1 (configuration not stated),1,-1,-28,3,-17,6,0.1,-8[fluorescence artefact?],2
COc1ccc(-c2csc(Nc3ncccc3C)n2)cc1OC,0,-15,-9,3,4,-5,0.7,4,3
C=CCc1c(C)nc(C)nc1N/N=C/c1ccccc1,1,-70,-6,-1,4,4,0.1,2,0
CCOC(=O)N1CCN(C(=O)CCCCCn2c(=S)[nH]c3ccsc3c2=O)CC1,30,-3,-11,2,-13,11,-0.2,-10,13
O=C1c2ccccc2NC2(CCCC2)N1NS(=O)(=O)c1ccccc1,30,-2,-3,2,-4,-4,0.3,1,9
Cc1ccccc1Cn1ccc(NC(=O)c2cnn3c2NC(c2ccccc2)CC3C(F)(F)F)n1 (configuration not stated),-1,-14,1,1,-8,-25,0.4,-12,2
C=CCn1sc(=N)c(C#N)c1N,3,2,-1,0,1,-10,1.5,-1,1
CCn1nnc(NC(=O)c2cc(Cl)c(OC)c(Cl)c2)n1,5,-4,-7,-2,-7,-9,0.0,-10,-1
Cc1sc2ncnc(Sc3nnnn3-c3ccccc3)c2c1C,1,4,-10,-1,-7,-12,-0.7,1[fluorescence artefact?],3
CCCCOC(=O)c1c(C)oc2ccc(NS(=O)(=O)c3ccc4c5c(cccc35)C(=O)N4)cc12,-2,-23,-2,1,-39,-19,-0.2,-8[fluorescence artefact?],5
O=C(NN=C1C2CC3CC(C2)CC1C3)c1ccncc1,1,-3,-10,0,-7,8,-0.2,-3,-2
O=C(Cn1cc(C(=O)c2ccco2)c2ccccc21)NC1CC1,14,-36,1,-2,10,-9,-1.6,16,1
COc1ccc2c(CC(=O)N(C)CC3COc4ccccc4O3)coc2c1 (configuration not stated),0,5,-23,1,-16,0,-0.2,-2,-12
Cc1ccc([N+](=O)[O-])cc1N/C=C1\CCc2ccccc2C1=O,3,-1,11,20,1,-9,1.6,3,8
Cc1c(C(=O)N2CCCC2)sc(NC(=O)c2ccccc2)c1C#N,1,-33,-7,10,-27,/,0.2,78*[fluorescence artefact?],30
C=CCc1cccc(CNc2nc3ccccc3n2CCN2CCOCC2)c1O,-9,-4,-15,1,-12,-21,-0.6,2,3
COc1cccc(Cn2nc(C(=O)O)c3ccccc3c2=O)c1,31,0,-1,-1,-7,-14,3.2,-2,-2
Brc1ccc(-c2nnc(Cc3ccccc3)o2)cc1,16,8,-15,2,-10,-8,0.4,-3,-4
Cn1c(SCc2cccc(F)c2)nnc1-c1ccccn1,6,55*,-11,-2,-1,-24,-0.1,1,0
N#CC(C#N)=CNc1cccnc1,11,-29,-12,0,-4,-12,-0.4,-8,0
CCC(=O)N1N=C(c2cccc(NS(C)(=O)=O)c2)CC1c1cccs1 (configuration not stated),2,2,1,1,-11,3,0.0,-11[fluorescence artefact?],-1
O=C(O)c1cc(-c2ccncc2)nc2ccc(S(=O)(=O)N3CCOCC3)cc12,0,-9,-5,1,-12,-26,0.4,18,-1
Cc1ccc(NC(=O)c2sccc2-n2cccc2)c(C)c1,-3,2,-4,0,-9,-15,0.5,-17,1
CCSC1=NCCN1C(=O)c1ccc(S(=O)(=O)N(CC)CC)cc1,15,6,4,1,-3,2,0.5,-1,-2
O=C(CSc1ccccc1)N1CCc2ccccc21,1,17,-16,-1,-1,-12,-1.2,8,1
Cc1cc(/C=N/NC(=O)Cn2c3ccccc3c(=O)c3ccccc32)c(C)n1-c1ccccc1,35,-9,-29,/,-56,-4,-0.1,-11,24
CCOc1ccc(NC(=O)CC2NCCNC2=O)cc1 (configuration not stated),8,4,-20,-1,-13,-4,0.9,2,1
CCn1c(SCc2cccc(F)c2)nc2c(c1=O)SCC2,1,-9,5,-3,-5,-14,1.4,-12,0
COCCNC(=O)C(C(=O)c1ccc(F)cc1)n1cc(C)ccc1=O (configuration not stated),-6,-10,-5,1,1,-7,0.8,-11,1
COc1ccc2oc(=O)c(N3C(=O)c4ccccc4C3=O)cc2c1,21,6,-5,6,-10,-9,0.1,4,16
CC(=O)Nc1ccn(Cc2c(F)cccc2Cl)n1,1,6,-19,-2,-7,-14,9.8,0,-2
CSc1ccc(/C=C(\NC(=O)c2ccccc2)C(=O)NN)cc1,10,-56,-13,1,-3,-9,0.5,1,-5
S=c1[nH]nc(COc2cccc3ccccc23)n1Cc1ccccc1,10,-10,-11,2,-8,-17,-0.5,-18,3
COC(=O)CN(c1cc([N+](=O)[O-])ccc1OC)S(C)(=O)=O,8,-12,-10,0,-6,-8,-0.2,4,1

Continued (2 carried over from the part before).
canonical_smiles,Hck Nef HTS,Tb hexokinase,EBV gp42 block,Runt-CBFb FRET,p47phox inh,Mdm2 ligase inh,L929 necroptosis,14-3-3 Bad inh,Runt-SMMHC FRET
S=c1[nH]nc(COc2cccc3ccccc23)n1Cc1ccccc1,10,-10,-11,2,-8,-17,-0.5,-18,3
COC(=O)CN(c1cc([N+](=O)[O-])ccc1OC)S(C)(=O)=O,8,-12,-10,0,-6,-8,-0.2,4,1
COc1cccc(CN(C)CC(=O)NCc2ccccc2Cl)c1,3,7,2,0,2,-3,-0.4,8,-3
Cc1n[nH]c(C)c1S(=O)(=O)N(CC(=O)NC1CCCC1)c1ccc(C(C)C)cc1,0,-2,-6,-7,-21,-12,0.3,4,-2
CCc1nnc(NC(=O)CN2CCN(c3ccccc3OC)CC2)s1,1,-8,2,-2,-4,-4,1.4,26,-14
Cc1cc(C)n2nc(SCC(=O)c3cccs3)nc2n1,-10,-6,-12,1,-1,-5,2.4,-3,3
COc1ccc(-n2cnc3cc(NS(=O)(=O)c4ccc(C)cc4)ccc32)cc1,-2,-8,-4,-2,-8,0,85*,22[fluorescence artefact?],-1
O=C(Cn1c(=O)oc2cc(S(=O)(=O)N3CCCCCC3)ccc21)NC1CCCCC1,2,-13,-8,-1,-3,5,2.9,32[fluorescence artefact?],0
Cc1cccc(C(=O)c2ccccc2C(=O)O)c1O,1,-15,-18,0,-15,2,-0.3,20,-3
O=C(O)CCCC(=O)Nc1ccc(C(=O)N2CCCCC2)c(Cl)c1,1,1,-8,-1,-6,-1,0.4,3[fluorescence artefact?],-3
Cc1ncsc1CCOC(=O)C1C2CC3CC(C2)CC1C3 (configuration not stated),2,6,1,-3,-4,1,0.4,6[fluorescence artefact?],2
CC(C)OC(=O)CC(=O)CSc1nc2c(cc1C#N)CCC2,3,-8,9,37,-8,9,0.5,-5,32
COc1ccc(-c2cc(COc3ccccc3)on2)cc1,14,1,5,-1,-8,3,1.2,-13,-1
Cc1cc(=O)oc2cc(OCC(=O)NCc3ccncc3)ccc12,0,-11,-18,0,5,4,0.5,-5,4
CC(C)(C)CC(=O)Nc1cc(S(=O)(=O)N2CCCCCC2)ccc1Cl,3,-1,-3,-2,-5,-12,0.9,6,2
